Assay outcomes as filed in PubChem BioAssay.
MT1-MMP txn act: MT1-MMP promoter transcription activation; HT1080 MT1-MMP promoter luciferase reporter, luminescence, overnight; active compounds read high; activation factor at 10 µM; hit rate 0.16% among 86,000; AID 750;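 active = activation factor of at least 2 for MT1-MMP transcription at 10 µM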
sEH inhibitor: soluble epoxide hydrolase (human) inhibition; P34913; recombinant human sEH enzymatic activity assay; inhibition, % at 2 µM; hit rate 0.34% among 91,000; AID 707; in the data active = inhibition above about 80%; also: values of inactives mirror those of a sister screen read the other way; many of its hits are not listed in these tables
Candida biofilm: kills Candida albicans biofilms; inhibition, % at 6 µM; AID 834; C. albicans biofilm + clotrimazole, Alamar Blue; hit rate 0.14% among 85,000;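 active = inhibition above 20%; inactive = inhibition below 20%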;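 also: preformed 24 hr biofilms exposed to compound for 48 hr; 0% = biofilm without compound and 100% = blank killed by clotrimazole plus chlorhexidine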
ERa coact pot: ER-alpha (human) coactivator binding potentiation; P03372; hit rate 1.3% among 86,000; coactivator binding (% of control), % at 25.6 µM; AID 639; TR-FRET ERalpha-LBD/SRC-Cy5 coactivator binding, 2 h; 100 = basal binding, no effect; in the data active = activity above about 200%;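 also: binding measured in presence of low estradiol as agonist stimulus; 0% = peptide alone without receptor and 100% = receptor with peptide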
CD11b adhes inh: CD11b/CD18-fibrinogen binding inhibition; P05107+P11215; K562 CD11b/CD18 adhesion to fibrinogen, ATPlite luminescence; Mn2+ added to activate the integrin; inhibition, % at 10 µM; hit rate 0.54% among 93,000;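 active = primary inhibition of 50% or more at 10 µM, then 40% or more on retest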; also: some results filed as inactive read as strong as hits
ERb SRC1 inh: ER-beta (human) coactivator binding inhibition. AID 633. inhibition, % at 25.6 µM. TR-FRET ER-beta LBD / SRC1-Cy5 peptide binding; receptor agonist-loaded with 1 µM estradiol. Q92731. hit rate 1.3% among 86,000;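 active = compounds whose percent inhibition of the receptor-coactivator binding signal exceeds about 50% in the single-dose screen, limit read from the data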;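 also: 0% = receptor plus peptide wells without compound and 100% = peptide-only wells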
Target sequence (Q92731 whole entry, looked up, the tested form may be a part): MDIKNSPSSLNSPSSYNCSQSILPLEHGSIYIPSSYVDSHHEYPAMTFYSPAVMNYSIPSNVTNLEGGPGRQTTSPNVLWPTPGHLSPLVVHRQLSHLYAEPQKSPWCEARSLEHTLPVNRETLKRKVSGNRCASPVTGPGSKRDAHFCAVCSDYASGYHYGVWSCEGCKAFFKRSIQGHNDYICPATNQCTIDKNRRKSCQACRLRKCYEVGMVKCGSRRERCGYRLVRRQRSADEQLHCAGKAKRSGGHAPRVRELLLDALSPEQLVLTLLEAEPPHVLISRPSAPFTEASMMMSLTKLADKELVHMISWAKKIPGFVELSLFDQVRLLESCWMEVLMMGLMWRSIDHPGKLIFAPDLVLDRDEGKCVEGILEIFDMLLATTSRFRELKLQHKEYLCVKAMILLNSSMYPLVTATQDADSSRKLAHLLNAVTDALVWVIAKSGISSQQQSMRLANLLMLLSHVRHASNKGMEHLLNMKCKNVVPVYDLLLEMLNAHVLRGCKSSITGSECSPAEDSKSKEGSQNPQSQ
sEH activator: increases human soluble epoxide hydrolase activity | P34913 | purified human sEH enzymatic activity, activator screen | activation, % at 2 µM | hit rate 0.04% among 91,000 | AID 717; in the data active = activation above about 37%; also: values of inactives mirror those of a sister screen read the other way
Smad3 inh: inhibitors of human Smad3 transcription factor binding; hit rate 0.29% among 88,000; inhibition, % at 25 µM; AID 630; TR-FRET Smad3/Dy647-FoxH1 peptide binding, europium anti-His; P84022;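 active = compounds that reduce the energy-transfer binding signal between the protein and its labelled peptide by more than half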;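 also: 0% = Smad3 plus labelled peptide maximal FRET and 100% = peptide-only background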
Target sequence (P84022 whole entry, looked up): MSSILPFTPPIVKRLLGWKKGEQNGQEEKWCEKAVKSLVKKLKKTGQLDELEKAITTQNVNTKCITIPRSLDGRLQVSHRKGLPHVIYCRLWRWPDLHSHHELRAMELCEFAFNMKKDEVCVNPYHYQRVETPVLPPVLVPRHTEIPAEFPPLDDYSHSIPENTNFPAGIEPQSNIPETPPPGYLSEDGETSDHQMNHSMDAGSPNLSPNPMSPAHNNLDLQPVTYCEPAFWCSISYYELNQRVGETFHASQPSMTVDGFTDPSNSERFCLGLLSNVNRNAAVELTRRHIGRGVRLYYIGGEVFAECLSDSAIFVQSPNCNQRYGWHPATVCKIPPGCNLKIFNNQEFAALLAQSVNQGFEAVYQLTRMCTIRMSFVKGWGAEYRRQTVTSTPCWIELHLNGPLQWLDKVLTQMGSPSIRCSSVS
CD11b adhes enh: CD11b/CD18-fibrinogen binding enhancement; hit rate 0.07% among 93,000; activation, % at 10 µM; K562 CD11b/CD18 adhesion to fibrinogen, ATPlite luminescence;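 active = 10 µM primary screen giving 50% or more activity, confirmed by 40% or more on retest at that dose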; also: strong numbers were not always called active; reference of the scale not given here
Active calls of the source: *; . = not tested or not shown; [ ] = another dose, or the depositor's remark. This is a subset; rates above refer to the full screens.

SMILES	MT1-MMP txn act	sEH inhibitor	Candida biofilm	ERa coact pot	CD11b adhes inh	ERb SRC1 inh	sEH activator	Smad3 inh	CD11b adhes enh
O=C(Nc1ccc(-c2noc(-c3cccs3)n2)cc1)c1cccnc1	1.5	-10.3	-3.5	363.5*	.	2.0[fluorescence artefact?]	10.2	-0.3	.
COc1ccc(C(=O)c2oc3ccccc3c2NC(C)=O)cc1	0.9	-8.4	1.8	93.5	-24.7	-2.1	12.4	1.9	-0.3
FC(F)(F)c1nc2ncc(Cl)cc2[nH]1	1	.	4.3	115.2	0.6	-4.0	.	-3.3	-2.1
CCOC(=O)c1c(C)[nH]c(C)c1C(=O)CSc1nnnn1-c1ccccc1	1.2	-1.1	6.9	103.6	-3.3	-22.8	2.5	-1.5	-4.1
O=S(=O)(NCc1ccc2c(c1)OCO2)c1ccc2oc3ccccc3c2c1	1.2	4.4	10.2	85.3	.	12.7	-1.7	-10.0	.
CC1CN(S(=O)(=O)c2cccc(-c3cn4ccccc4n3)c2)CC(C)O1 (stereo unspecified)	1.2	-7.8	5.5	113.0	-0.1	-9.6[fluorescence artefact?]	7.8	-1.5	0.7
O=C(Nc1ccccc1C(=O)NC(Cc1c[nH]c2ccccc12)C(=O)O)c1ccco1 (stereo unspecified)	1.2	11.6	-3.3	93.9	5.1	6.9	-10.5	-7.3	-1.5
CC(=O)Nc1ccc(NC(=O)Cn2cnc3c(cnn3C(C)(C)C)c2=O)cc1	1.2	10.2	5.5	80.9	-1.0	45.2	-9.7	-2.7	-0.5
O=C(O)COc1ccc(S(=O)(=O)c2ccc(OCC(=O)O)cc2)cc1	1.2	-11.6	-0.7	98.9	-24.0	-0.3[fluorescence artefact?]	9.9	12.3	-0.4
Cc1ccc(SCC2(O)CCN(C(=O)c3ccc(Cl)cc3)CC2)cc1	.	-1.2	.	.	-8.9	.	0.4	.	-0.5
O=C1c2[nH]nc(-c3ccccc3O)c2C(c2cccc(Cl)c2)N1CC1CCCO1 (stereo unspecified)	1.3	.	5.8	72.8	.	10.4[fluorescence artefact?]	.	-13.9	.
Cc1ccc(N(Cc2ccco2)C(=O)c2cccc(S(=O)(=O)N(C)C)c2)cc1	1	-10.8	4.2	121.2	-19.0	-1.9	13.6	4.3	4.8
Cc1ccc(NC(=S)NNC(=O)CCn2cc(C)cn2)cc1	.	1.5	.	.	-10.6	.	-1.6	.	-5.0
Cc1cc(NC(=O)CSc2ncn(-c3ccccc3)n2)no1	1	-10.4	-1.6	84.2	.	9.6	9.1	7.3	.
O=C(CCn1c(=O)c2sccc2n(CC(=O)OCc2ccccc2)c1=O)NCc1ccccc1	1.2	22.6	8.1	105.5	-2.7	-1.2	-22.2	-11.1	-1.6
COCCn1nnnc1C(c1cc2cc(C)cc(C)c2[nH]c1=O)N1CCN(c2ccccc2F)CC1 (stereo unspecified)	1.1	-6.0	6.3	114.3	-11.2	13.0	6.7	0.9	8.1
Cn1c(=O)cc(SCC(=O)NCCCN2CCOCC2)c2ccccc21	1.2	.	1.6	96.8	15.4	-1.6	.	5.9[fluorescence artefact?]	-3.8
O=C(NC1CCSC1=O)c1ccc(Oc2cccc(C(F)(F)F)c2)nc1 (stereo unspecified)	.	6.8	.	.	7.9	.	-7.6	.	-3.8
Cc1cc(C)c(NC(=O)CSc2nnc(-c3ccncc3)n2Cc2ccco2)c(C)c1	1	-1.2	1.2	119.8	-19.3	-5.4	2.9	-4.0	1.0
Cc1ccc(NC(=O)CCN2C(=O)CSC2=O)cc1	1.3	8.3	4.8	103.1	.	-26.1[fluorescence artefact?]	-6.0	3.0	.
CC(C(=O)Nc1sccc1C(N)=O)N1C(=O)C2CC=CCC2C1=O (stereo unspecified)	1	0.9	.	94.2	0.3	8.8	-1.4	15.8[fluorescence artefact?]	-0.8
O=C(NC1CC1)C1C2C3C4CC5C3C5C4C12 (stereo unspecified)	1.3	-4.3	6.2	110.7	9.0	-3.9[fluorescence artefact?]	3.3	2.0	-4.1
CCOC(=O)c1ccc(N=c2sc(C(=O)OC)cc(=O)n2C2CC2)cc1	1	-3.0	-1.8	113.5	.	-1.0[fluorescence artefact?]	4.2	-0.5	.
Cc1ccc2cccc(NC(=S)NC(=O)c3ccn(C)n3)c2n1	1.3	8.6	4.0	111.5[fluorescence artefact?]	.	-8.4	-6.0	15.2	.
CCCOc1ccc(C(C(=O)OCCN(CC)CC)c2ccccc2)cc1 (stereo unspecified)	1	1.2	2.8	101.0	-7.7	-1.3	-0.7	-0.2	0.3

Three entries already listed, ordered by their value in MT1-MMP txn act, rising.
SMILES,MT1-MMP txn act
Cc1cc(NC(=O)CSc2ncn(-c3ccccc3)n2)no1,1
CC(=O)Nc1ccc(NC(=O)Cn2cnc3c(cnn3C(C)(C)C)c2=O)cc1,1.2
O=C1c2[nH]nc(-c3ccccc3O)c2C(c2cccc(Cl)c2)N1CC1CCCO1 (stereo unspecified),1.3

Next section
SMILES	MT1-MMP txn act	sEH inhibitor	Candida biofilm	ERa coact pot	CD11b adhes inh	ERb SRC1 inh	sEH activator	Smad3 inh	CD11b adhes enh
O=C(O)CCCNC1=NCCC1	1	.	8.3	122.5	-6.5	-7.3	.	-7.9	-2.3
CCc1ccc(-c2nn(Cc3ccccc3)cc2/C=C/C(=O)O)cc1	1.2	-4.0	4.0	95.0[fluorescence artefact?]	19.6	-2.8	3.8	-2.2	-1.1
CC1=Nn2c(nnc2-c2ccccn2)SC1	1	8.8	-1.2	65.6	-28.3	2.1	-9.3	-9.3	-1.1
O=C(Nc1ccc2c(c1)OCCO2)C1CCN(C(=O)c2ccccc2)CC1	1.3	16.0	9.4	109.2	.	2.7	-16.2	-3.5	.
Cc1cc(=O)oc2c(CN3CCCCC3)c(O)c(Cl)cc12	1.1	-1.5	-2.4	100.6	.	-17.4[fluorescence artefact?]	4.1	-0.6	.
CCN1CCCC1CNC(=O)Cn1cccc1C(=O)c1ccccc1 (stereo unspecified)	1.2	-9.2	4.3	102.4	-23.3	-1.1	6.6	6.0	0.5
CCOc1cc(CN2CCCCC2)ccc1OC	1	-14.3	5.5	107.9	-3.3	-8.8	18.1	-7.1	3.7
CC1CCC2(CC1)NC(=O)N(CC(=O)c1ccc[nH]1)C2=O (stereo unspecified)	1.2	1.1	3.0	80.0	11.3	35.7	-2.8	-5.2	-2.8
Cc1cc(Nc2cccc(Cl)c2)n2ncnc2n1	1.1	.	9.7	113.1	.	-6.0	.	-1.6	.
O=C(NCCCN1CCN(c2ccccc2F)CC1)Nc1ccc(F)cc1	1	36.2	2.8	103.4	-7.1	-18.3	-36.4	-4.1	-2.5
Cn1c(SCC(N)=O)nnc1C1CCN(S(=O)(=O)c2ccccc2C(F)(F)F)CC1	1	12.7	8.1	131.4	-6.5	0.6	-13.0	11.0[fluorescence artefact?]	-3.2
O=C(c1ccc(S(=O)(=O)N2CCCC2)cc1)N1CCN(Cc2ccc3c(c2)OCO3)CC1	1.1	-8.2	9.0	99.1	-3.9	-26.7[fluorescence artefact?]	7.5	7.8	0.3
Cc1ccccc1CSc1nc2c(c(=O)[nH]1)CCC2	1.2	.	8.0	104.3	-16.2	-3.5	.	7.8	-5.5
COc1ccc(/C=N/S(=O)(=O)c2cccs2)cc1	1.2	-5.1	5.9	102.4	1.6	0.4[fluorescence artefact?]	3.7	5.6	-2.7
COc1ccc(NC(=O)Nc2nnc(N3CCC(C)CC3)s2)cc1OC	1.2	.	1.5	111.3	.	-4.3[fluorescence artefact?]	.	3.0	.
COc1ccc(C(=O)N2CCCC(c3nc(-c4cccs4)no3)C2)cc1 (stereo unspecified)	1	10.0	-6.8	105.3	7.2	-6.0	-10.7	-1.9	-2.5
CCOc1cc(/C=C2\N=C(SC)SC2=O)cc([N+](=O)[O-])c1OC(C)=O	.	-9.4	.	.	-6.5	.	9.7	.	6.0
COCCOC(=O)c1[nH]c2c(c1C)C(=O)CC(c1ccc(N(C)C)cc1)C2 (stereo unspecified)	1.4	-1.5	10.4	93.8	.	-0.2	0.1	8.9	.
CCCS(=O)(=O)c1snnc1C	1.2	1.9	2.8	83.2	-8.0	-4.0	-4.7	8.1	-4.2
O=C(COc1cccc(C(F)(F)F)c1)Nc1ccc(S(=O)(=O)N2CCCC2)cc1	0.9	51.3	4.8	147.6	27.3	-8.8	-52.5	-2.4	3.1
CCOC(=O)c1sc2ncnc(NCC(c3cccs3)N(C)C)c2c1C (stereo unspecified)	1.2	13.4	7.8	95.3	-11.9	-4.5[fluorescence artefact?]	-10.8	1.1	0.2
CCOC(=O)c1nnc(-c2ccccc2)nc1Sc1ccccc1Cl	1.2	-7.0	5.1	103.5	-12.8	5.1[fluorescence artefact?]	4.0	-1.1	1.7
COc1ccc2cc(CCNC(=O)C(C)(C)C)c(=O)[nH]c2c1	1.1	.	6.8	115.6	-4.9	0.8	.	-0.6	5.8
COc1ccc(Br)cc1C(=O)Nc1cccc(-c2nnc(-c3ccco3)o2)c1	0.9	10.5	2.1	115.1[fluorescence artefact?]	.	52.8*[fluorescence artefact?]	-11.8	-6.0	.
O=C(Nc1ccccc1C(=O)Nc1ccc2c(c1)OCO2)c1ccco1	1.1	-5.7	6.4	103.3	-9.6	-5.6	9.4	5.0	7.0

Remaining list, next part.
SMILES	MT1-MMP txn act	sEH inhibitor	Candida biofilm	ERa coact pot	CD11b adhes inh	ERb SRC1 inh	sEH activator	Smad3 inh	CD11b adhes enh
O=C1C(=O)N(CCN2CCOCC2)C(c2ccccn2)/C1=C(/O)c1ccc(F)cc1 (stereo unspecified)	1.1	-5.7	12.1	98.2	-6.7	0.5[fluorescence artefact?]	5.4	-9.3[fluorescence artefact?]	-0.7
CCN(c1ccc(C)c(C)c1)S(=O)(=O)c1ccc2c(c1)CCN2C(=O)CCC(=O)O	1	-18.6	3.8	98.0	1.8	2.9[fluorescence artefact?]	18.1	10.0	-0.4
CCn1cc(C(=O)N2CCOCC2)c(=O)c2cc(S(=O)(=O)N(C)C)ccc21	1	.	-6.7	111.6[fluorescence artefact?]	-9.9	-0.7	.	-18.0	-5.3
COc1ccc(NC(=O)CCNC(=O)Cn2cnc3ccccc3c2=O)c(OC)c1	1.1	.	12.2	91.8[fluorescence artefact?]	3.7	4.5[fluorescence artefact?]	.	9.7	-3.1
Cc1ccc(C(=O)C2=C(O)C(=O)N(c3ncccn3)C2c2cccc(Cl)c2)o1 (stereo unspecified)	1	.	-2.8	83.5	6.1	-14.9	.	4.4[fluorescence artefact?]	-0.1
CCn1c(SCC(=O)N2CCCCC2)nnc1-c1ccc(S(=O)(=O)N2CCN(C)CC2)cc1	1.1	3.1	2.6	116.8	1.7	5.5	-4.4	4.6	0.5
COc1ccc(/C=C(\NC(=O)c2ccc(OC)cc2)C(=O)NC(CCSC)C(=O)O)cc1 (stereo unspecified)	.	-7.3	.	.	8.5	.	9.6	.	-0.4
O=C(NCc1cccnc1)c1ccc2c(c1)OCO2	1.2	2.2	.	.	-8.6	.	0.8	.	-3.7
COC(=O)c1cc(=O)nc2sc(-c3cccs3)nn12	1.3	-7.7	5.3	125.7	-11.4	0.8	4.0	-0.6	3.4
O=C(CN1CCOCC1)n1c2ccccc2c2ccccc21	1.1	1.3	5.7	111.7	2.4	-3.2	-2.8	16.5	-2.9
Cc1cc2oc3c(c(=O)c2cc1C)C(c1ccc(F)cc1)N(CCCN1CCOCC1)C3=O (stereo unspecified)	1.1	.	0.3	92.5	.	19.1[fluorescence artefact?]	.	-5.2	.

Some of these compounds in order of count of non-hydrogen atoms, smallest number first:
SMILES	MT1-MMP txn act	sEH inhibitor	Candida biofilm	ERa coact pot	CD11b adhes inh	ERb SRC1 inh	sEH activator	Smad3 inh	CD11b adhes enh
O=C(NCc1cccnc1)c1ccc2c(c1)OCO2	1.2	2.2	.	.	-8.6	.	0.8	.	-3.7
O=C(CN1CCOCC1)n1c2ccccc2c2ccccc21	1.1	1.3	5.7	111.7	2.4	-3.2	-2.8	16.5	-2.9
Cc1ccc(C(=O)C2=C(O)C(=O)N(c3ncccn3)C2c2cccc(Cl)c2)o1 (stereo unspecified)	1	.	-2.8	83.5	6.1	-14.9	.	4.4[fluorescence artefact?]	-0.1
